VHR inh color = VHR1 (DUSP3) phosphatase inhibition; P51452; recombinant VHR phosphatase, colorimetric substrate read-out; inhibition, % at 20 µM; 50,000 tested, 0.7% active; AID 1992; in the data active means inhibition above about 60%; further: some results filed as inactive read as strong as hits
Target sequence (P51452 whole entry, looked up): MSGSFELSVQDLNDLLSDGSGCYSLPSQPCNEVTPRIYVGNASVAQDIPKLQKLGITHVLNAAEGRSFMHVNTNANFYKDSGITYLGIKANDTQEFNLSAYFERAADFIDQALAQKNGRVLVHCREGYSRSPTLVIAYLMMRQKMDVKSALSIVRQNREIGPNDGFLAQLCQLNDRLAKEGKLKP
The depositor's hits bear a star. These rows are one share of the data; rates above refer to the full screens.

COc1ccccc1-n1c(/C=C/c2ccc3c(c2)OCO3)nc2ccccc2c1=O
  VHR inh color: 4.1

COCCOC(=O)c1ccc(NC(=O)COc2ccc(C)c(C)c2)cc1
  VHR inh color: -8.2

CN(C)S(=O)(=O)c1ccc(C(=O)Nc2ccc(Cl)cc2C(=O)c2ccccc2)cc1
  VHR inh color: -15.0

Cc1ccccc1NC(=S)NC(=O)/C=C/c1ccc(F)cc1
  VHR inh color: 10.4

CCc1ccc(-c2nc3cc(NC(=O)COc4ccc([N+](=O)[O-])cc4)ccc3o2)cc1
  VHR inh color: -8.5

Cc1c(Cl)cccc1NC(=O)C(=O)NNS(=O)(=O)c1ccc(F)cc1
  VHR inh color: 1.0

COc1ccc(-c2cc(C(=O)Nc3ccccc3Br)c3ccccc3n2)cc1
  VHR inh color: -2.0

Cc1ccc2c(c1)N(C(=O)CN1C(=O)C3CCCCC3C1=O)C(C)(C)c1ssc(=S)c1-2 (centres undefined)
  VHR inh color: 9.6

COc1ccc(NS(=O)(=O)c2ccc(C)cc2)cc1[N+](=O)[O-]
  VHR inh color: 7.5

Cc1ccc(NC(=O)C(c2ccccc2)c2ccccc2)cc1
  VHR inh color: -0.6

N#CC1=C(N)NC(SCC(=O)c2ccc(Cl)cc2)=C(C#N)C12CCCC2
  VHR inh color: 2.9

Cc1ccc(N2C(=O)CC(=O)NC2=S)cc1
  VHR inh color: 6.5

COc1cc2c(cc1OC)-c1nnnn1C(C)(C)C2
  VHR inh color: -1.7

CC1CCc2c(sc(NC(=O)c3cncc(Br)c3)c2C(N)=O)C1 (centres undefined)
  VHR inh color: -7.8

Cc1no[n+]([O-])c1COc1ccc(C=C2C(=O)NC(=O)NC2=O)cc1
  VHR inh color: 12.6

O=C(CC1Nc2ccccc2NC1=O)Nc1ccccc1NC(=O)CC1Nc2ccccc2NC1=O (centres undefined)
  VHR inh color: 97.7*

CC1=C(C(=O)OC2CCCCC2)C(c2ccc(Br)cc2)NC(=O)N1 (centres undefined)
  VHR inh color: -3.6

COc1ccc(C(=O)/C=C/c2ccc(-c3ccc([N+](=O)[O-])cc3)o2)cc1
  VHR inh color: -18.0

COc1ccc(C(=O)/C=C/Nc2cc(Cl)cc(Cl)c2)cc1
  VHR inh color: -26.0

CCOC(=O)C(CCC(=O)CC(C)C)C(C)=O (centres undefined)
  VHR inh color: -6.0

CC(C)(C)c1csc(N/N=C/c2ccc(O)cc2)n1
  VHR inh color: 10.4

CCN(C(=O)c1sc(NC(=O)c2ccc(Cl)cc2)c(C#N)c1C)C1CCCCC1
  VHR inh color: 3.7

COc1ccc2c(c1)OCC/C2=N/OC(=O)c1ccccc1SC
  VHR inh color: -0.7

CC1(C)C(C=C(Cl)Cl)C1C(=O)NC1CCCCC1 (centres undefined)
  VHR inh color: -19.5

O=C1OC(c2ccccc2F)=N/C1=C\c1cccc([N+](=O)[O-])c1
  VHR inh color: -16.4

Brought forward from above: 2 compounds; new compounds follow.
CC1(C)C(C=C(Cl)Cl)C1C(=O)NC1CCCCC1 (centres undefined)
  VHR inh color: -19.5

O=C1OC(c2ccccc2F)=N/C1=C\c1cccc([N+](=O)[O-])c1
  VHR inh color: -16.4

Cc1ccc(OCCOCCOc2ccc(/C=C3/SC(=S)N(C)C3=O)cc2)cc1
  VHR inh color: -0.5

O=C(CSCC(=O)Nc1ccc2ccccc2c1)Nc1ccccc1
  VHR inh color: 15.6

COc1cccc(/C=N/NC(=O)/C(=C/c2ccc(N(C)C)cc2)NC(=O)c2ccccc2)c1O
  VHR inh color: 7.9

CCCOc1cccc(C(=O)NCc2ccncc2)c1
  VHR inh color: -0.1

Cc1cc(C)c(/C=C2/SC(N)=NC2=O)c(C)c1
  VHR inh color: -34.0

COCCN1C(=O)C(=O)/C(=C(/O)c2ccccc2)C1c1cccc(F)c1 (centres undefined)
  VHR inh color: 0.7

Cc1cccc(C)c1OCC(=O)Nc1ccc(-c2nc3ccccc3[nH]2)cc1
  VHR inh color: -0.5

CC(C)(C)c1ccc(C(=O)NCc2ccccn2)cc1
  VHR inh color: -0.6

CCOC(=O)c1ccc(NC(=O)c2ccc(Cl)cc2Cl)cc1
  VHR inh color: -15.2

CC(C)c1c(O)nc(SCCN(C)C)[nH]c1=O
  VHR inh color: -0.3

Cc1ccc(C(=O)CSc2nc3ccccc3c(=O)n2-c2ccccc2)cc1
  VHR inh color: 8.8

CCOc1cccc(C(=O)Nc2ccc(NC(=O)c3cc4ccccc4o3)c(OC)c2)c1
  VHR inh color: -12.7

Cc1cc(C)c(S(=O)(=O)N(C)C2CCCCC2)c(C)c1
  VHR inh color: 3.7

CCCN(C=O)/N=C/c1ccc(Cl)cc1
  VHR inh color: -27.6

O=C(Nc1ccc(F)cc1)c1cc(-c2cccs2)nc2ccccc12
  VHR inh color: -31.6

O=C(Nc1ccc(F)c(Cl)c1)c1ccc([N+](=O)[O-])cc1
  VHR inh color: -26.0

S=C(Nc1ccc2nc(-c3ccccc3)c(-c3ccccc3)nc2c1)N1CCN(c2ccccn2)CC1
  VHR inh color: 12.9

O=C(NCCCN1CCOCC1)c1nn2c(c1Br)NC(c1cccs1)CC2C(F)(F)F (centres undefined)
  VHR inh color: 3.3

O=C(Nc1nc(-c2ccccc2)cs1)C1c2ccccc2Oc2ccccc21
  VHR inh color: -55.4

Cc1ccc(C2=N/C(=C\c3ccc([N+](=O)[O-])cc3)C(=O)O2)cc1
  VHR inh color: -10.5

CCOc1ccc(/C=C2\C(=O)NC(=S)N(c3ccc(F)cc3)C2=O)cc1OC
  VHR inh color: 16.4

COc1ccc(CNC(=O)C2c3ccccc3Oc3ccccc32)cc1
  VHR inh color: 9.0

CC(/C=C/c1ccc(I)cc1)=C\C(=O)O
  VHR inh color: 4.8

COc1ccc(O)c(C(=O)CC(=O)c2ccc(C(C)(C)C)cc2)c1
  VHR inh color: -8.9

O=C(CN(c1ccccc1)S(=O)(=O)c1ccccc1[N+](=O)[O-])Nc1ccccc1Br
  VHR inh color: -9.5

O=C(NCCCN1CCOCC1)c1cc(-c2ccccc2)nc2ccccc12
  VHR inh color: -1.4

COc1ccc([N+](=O)[O-])cc1NS(=O)(=O)c1ccc(NC(C)=O)cc1
  VHR inh color: 3.4

CCOc1ccc(C2C(C(=O)OCCOC)=C(C)NC3=C2C(=O)CC(C)(C)C3)cc1 (centres undefined)
  VHR inh color: -1.2

Cn1nnnc1SCC(=O)c1ccc(Br)cc1
  VHR inh color: -10.4

COC(=O)CN(c1cc(Cl)ccc1OC)S(=O)(=O)c1ccc(C)c([N+](=O)[O-])c1
  VHR inh color: 2.1

O=C(NCCCNc1ccc([N+](=O)[O-])cc1)c1cc2ccccc2o1
  VHR inh color: -2.7

CC(C)(C)N1C(=O)c2ccc(C(=O)c3ccc(C(=O)O)cc3)cc2C1=O
  VHR inh color: -13.3

Cc1ccc(-c2ccc(OCC(=O)Nc3ccccc3[N+](=O)[O-])cc2)cc1
  VHR inh color: -6.9

O=C1C(=O)N(C(c2ccccc2)c2ccccc2)c2ccccc21
  VHR inh color: -5.3

CCOc1ccc(OCC)c(-c2c(C#N)c(N)nc3c2CCCCCC3)c1
  VHR inh color: -22.1

Cc1ccc2nsnc2c1NC(=O)Cc1ccccc1
  VHR inh color: -5.8

CC(C)c1ccc(N2C(=O)NC(=O)/C(=C/c3cc4c(cc3Br)OCO4)C2=O)cc1
  VHR inh color: 13.4

CC(Cc1ccccc1)NC(=O)/C=C/c1ccco1 (centres undefined)
  VHR inh color: -19.1

NS(=O)(=O)c1ccc(NC(=O)c2ccc([N+](=O)[O-])o2)cc1
  VHR inh color: -3.0

O=C(CCCC(=O)OCC(F)(F)C(F)F)Nc1ccc(F)cc1F
  VHR inh color: 1.2

Cc1ccccc1NC1=C(Cl)C(=O)N(c2cccc(Cl)c2Cl)C1=O
  VHR inh color: -14.0

COc1ccc(C)cc1NC(=O)c1cc(C(=O)Nc2cc(C)ccc2OC)n(C)n1
  VHR inh color: 84.7

CCOc1cc(C(=O)Nc2cccc(F)c2)cc(OCC)c1OCC
  VHR inh color: -14.6

CC1=NNC(=O)C1CC(=O)N/N=C/c1ccccc1O (centres undefined)
  VHR inh color: -5.8

CCOC(=O)c1c(-c2ccc(C)cc2)csc1NC(=O)C1CC=CCC1C(=O)O (centres undefined)
  VHR inh color: 0.2

Cn1c(=O)c2[nH]c(N/N=C(/C#N)C(N)=O)nc2n(C)c1=O
  VHR inh color: 8.3

CCOC(=O)c1ccc(NC(=O)/C(C#N)=C2\NC(C)(C)Cc3ccccc32)cc1
  VHR inh color: -14.0

COc1cc(CN2CCN(Cc3cc(OC)c(OC)c(OC)c3)CC2)cc(OC)c1O
  VHR inh color: -0.6

Fc1cccc(NC(=S)NC(c2ccccc2)c2ccccc2)c1
  VHR inh color: 7.3

O=C(O)CCCN1C(=O)C(=O)/C(=C(\O)c2ccc(Cl)cc2)C1c1ccc(F)cc1 (centres undefined)
  VHR inh color: 3.4

Filtered by structure, the compounds so far containing two or more sulfur atoms.
Cc1ccc2c(c1)N(C(=O)CN1C(=O)C3CCCCC3C1=O)C(C)(C)c1ssc(=S)c1-2 (centres undefined)
  VHR inh color: 9.6

Cc1ccc(OCCOCCOc2ccc(/C=C3/SC(=S)N(C)C3=O)cc2)cc1
  VHR inh color: -0.5

Following part.
N#Cc1ccccc1NC(=O)Nc1ccc2ccccc2c1
  VHR inh color: 1.6

CC(=O)Nc1ccccc1NC(=O)COc1cccc2ccccc12
  VHR inh color: -7.6

CCc1ccc(-c2nc3cc(NC(=S)NC(=O)c4ccco4)ccc3o2)cc1
  VHR inh color: -4.4

COc1ccc(C(NC(=O)c2ccccc2C)NC(=O)c2ccccc2C)cc1OC
  VHR inh color: 1.9

Nc1nc(SCCc2ccccc2)nc2sc3c(c12)CCC3
  VHR inh color: -9.8

COc1cccc(/C=C2\C(=O)NC(=O)N(c3cc(C)cc(C)c3)C2=O)c1
  VHR inh color: -24.2

C=CCNC(=O)C1CC1(c1ccc(C)cc1)c1ccc(C)cc1 (centres undefined)
  VHR inh color: 9.8

C(=C\c1ccccc1)/CN1CCN(c2ncnc3c2cnn3-c2ccccc2)CC1
  VHR inh color: -71.1

O=C1C(=O)N(c2cccc(Br)c2)C(c2cccc([N+](=O)[O-])c2)/C1=C(/O)c1ccccc1 (centres undefined)
  VHR inh color: 22.9

O=C(NNC1=C(C(=O)C(F)(F)F)CCC1)c1ccc(O)cc1
  VHR inh color: -20.2

COc1ccc(S(=O)(=O)N(CC(=O)NCc2ccc(Cl)cc2)Cc2ccccc2)cc1
  VHR inh color: 5.4

Cc1cc(Cl)ccc1OCC(=O)Nc1ccc(Br)cn1
  VHR inh color: -1.8

COc1ccc(N2C(=O)c3ccc(C(=O)Nc4cc(Cl)ccc4C(=O)O)cc3C2=O)cc1
  VHR inh color: 5.8

C(=N\Nc1nncn1/N=C/c1ccccc1)/c1ccccc1
  VHR inh color: -2.7

COc1ccc(/C=N/NC(=S)NC2CCS(=O)(=O)C2)cc1 (centres undefined)
  VHR inh color: -28.7

O=C(Cc1ccccc1)Nc1nnc(COc2ccc(Cl)cc2Cl)s1
  VHR inh color: -2.9

O=C(Nc1ccc(I)cc1Cl)c1cccc(Cl)c1
  VHR inh color: -8.2

CCN1C(=O)c2cccc3c(NC(=O)c4cc([N+](=O)[O-])ccc4Cl)ccc1c23
  VHR inh color: -3.9

COc1ccc(N2C(=O)NC(=O)/C(=C/c3ccc(-c4cccc([N+](=O)[O-])c4)o3)C2=O)cc1
  VHR inh color: -4.6

CCCOc1ccc(/C=C2\SC(=S)N(NC(=O)c3ccncc3)C2=O)cc1OC
  VHR inh color: 2.5

COCCOC(=O)C1=C(C)NC2=C(C(=O)CCC2)C1c1cccc(Cl)c1 (centres undefined)
  VHR inh color: -8.2

Cc1ncc([N+](=O)[O-])n1CCOC(=O)Nc1ccc(Cl)c(Cl)c1
  VHR inh color: 4.7

O=C(O)CCCNC(=O)c1cncc(Br)c1
  VHR inh color: -1.7

Cc1ccc(S(=O)(=O)N2CCCC2C(=O)Nc2nccs2)cc1 (centres undefined)
  VHR inh color: 4.5

COc1ccc(Cl)cc1C(=O)Nc1ccc(N(C)C)cc1
  VHR inh color: -14.8

COc1ccc(N2C(=O)/C(=C\c3cccc(C(F)(F)F)c3)SC2=S)cc1
  VHR inh color: 24.0

O=C(NCc1cccs1)c1cnn2c(C(F)(F)F)cc(-c3ccco3)nc12
  VHR inh color: 18.2

COc1ccc(N(CC(O)Cn2c3ccccc3c3ccccc32)S(C)(=O)=O)cc1 (centres undefined)
  VHR inh color: -11.4

Nn1c(-n2nc(-c3ccccc3)cc2-c2ccccc2)n[nH]c1=S
  VHR inh color: -2.9

COc1ccc(C2CC(C(F)(F)F)n3nc(C(=O)N4CCN(c5ccc(F)cc5)CC4)c(Cl)c3N2)cc1 (centres undefined)
  VHR inh color: 8.3

O=C(CSc1nc2ccc([N+](=O)[O-])cc2[nH]1)Nc1ccc2c(c1)OCO2
  VHR inh color: -15.4

Fc1ccc(CNCCc2c[nH]c3ccccc23)cc1
  VHR inh color: 1.6

Nc1nc(CN2C(=O)c3ccccc3C2=O)cs1
  VHR inh color: -6.0

O=[N+]([O-])c1ccc(N2CCN(S(=O)(=O)Cc3ccccc3)CC2)c(Cl)c1
  VHR inh color: -8.4

COc1ccc(N(CC(=O)Nc2cccc(Cl)c2)S(=O)(=O)c2ccc(C)cc2)c(OC)c1
  VHR inh color: -15.2

O=C1CC(N2CCC(Cc3ccccc3)CC2)C(=O)N1c1cc(Cl)cc(Cl)c1 (centres undefined)
  VHR inh color: -8.2

COC(=O)c1ccc(N(Cc2ccc(Cl)cc2)S(C)(=O)=O)cc1
  VHR inh color: 2.4

O=C1C(=O)N(c2cccc(Cl)c2)C(c2ccc([N+](=O)[O-])cc2)/C1=C(\O)c1ccccc1 (centres undefined)
  VHR inh color: -15.4

COC(C(=O)N/N=C/c1cccc(C(F)(F)F)c1)c1ccccc1 (centres undefined)
  VHR inh color: -19.0

Cc1c(NC(=O)c2nn3c(c2Br)NC(c2ccccc2)CC3C(F)(F)F)c(=O)n(-c2ccccc2)n1C (centres undefined)
  VHR inh color: -7.8

Cc1ccc(C2CC(C(F)(F)F)n3ncc(C(=O)N4CCN(c5ccc(F)cc5)CC4)c3N2)cc1 (centres undefined)
  VHR inh color: -6.6

CCCCc1ccc(NS(=O)(=O)c2c(C)cc(C)cc2C)cc1
  VHR inh color: 19.1

COC(=O)c1cc(-c2ccc(Br)cc2)nc2ccccc12
  VHR inh color: -2.1

NC(=O)C(=O)Nc1ccc(Oc2ccccc2)cc1
  VHR inh color: 8.0

COc1ccc(OC)c(/C=C2/C(=O)N(c3ccc(C)cc3)N=C2C)c1
  VHR inh color: -21.2

Cc1ccc(NC(=O)C(=O)NCCCOC(C)C)c(C)c1
  VHR inh color: -15.6
